Assay outcomes from PubChem.
SENP8 block-1: inhibitors of human SENP8 protease. Q96LD8. recombinant SENP8, Nedd8 substrate fluorescence. inhibition, % at 20 µM. 360,000 compounds, 0.64% hits. AID 602440; in the data active = inhibition mostly above about 40%, no sharp cut-off; inactive = mostly below about 27%
Target sequence (Q96LD8 whole entry, looked up): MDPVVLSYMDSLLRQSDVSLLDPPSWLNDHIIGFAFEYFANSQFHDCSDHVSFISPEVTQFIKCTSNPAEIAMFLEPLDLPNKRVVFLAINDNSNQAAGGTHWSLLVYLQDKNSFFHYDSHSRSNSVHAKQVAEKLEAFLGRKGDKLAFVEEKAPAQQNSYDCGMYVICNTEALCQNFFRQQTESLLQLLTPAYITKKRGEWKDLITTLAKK
SENP7 inh: inhibitors of human SENP7 protease. recombinant SENP7, Z-RLRGG-aminoluciferin luminescence, 40 min. inhibition, % at 5 µM. 330,000 compounds, 1.5% hits;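 active = inhibition above about 50% at the single test dose, limit read from the data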;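 note: plate controls were DMSO with enzyme for no effect and no enzyme buffer wells for full effect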
SENP1 inh: blocks the human SENP1 SUMO protease catalytic domain | 360,000 compounds, 0.21% hits | AID 624204 | recombinant SENP1 catalytic domain, CyPet-SUMO1-YPet FRET cleavage | inhibition, % at 10 µM;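 active = inhibition at least 30% at 10 µM, raw YFP signal under a set limit, fluorescence ratio 0.5 to 1.5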;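 note: 0% = enzyme with DMSO and 100% = no enzyme wells; some results filed as inactive read as strong as hits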
Target sequence (Q9P0U3 419-644 limits assumed): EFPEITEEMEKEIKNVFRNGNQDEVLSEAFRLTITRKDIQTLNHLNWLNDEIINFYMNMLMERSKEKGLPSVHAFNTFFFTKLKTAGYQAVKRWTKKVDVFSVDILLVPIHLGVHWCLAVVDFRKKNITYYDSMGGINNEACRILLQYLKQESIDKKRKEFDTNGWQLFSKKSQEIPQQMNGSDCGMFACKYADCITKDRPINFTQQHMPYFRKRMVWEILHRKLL
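material = recombinant human SENP1 catalytic domain, His6-tagged | quantity = 20 pM enzyme | reagent = 25 nM SUMO1 FRET substrate | compound dosing = 10 µM single point, 0.5% DMSO | timing = 50 min enzyme reaction, room temperature, light-protected | detection = FRET, CFP and YFP emission | control set = no-enzyme low, enzyme-DMSO high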
SENP8 block-2: blocks the human protease SENP8 | Q96LD8 | purified SENP8, Z-RLRGG-aminoluciferin cleavage, luminescence | inhibition, % at 10 µM | 330,000 compounds, 1.2% hits | AID 2540; in the data active = inhibition above about 50%
Apaf1 inhib: human Apaf-1 inhibition; O14727; reconstituted apoptosome caspase-3 activity, DEVD-Rh110 fluorescence; inhibition, % at 20 µM; 330,000 compounds, 0.71% hits; AID 489030; active = inhibition of at least 40% at 20 µM;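 note: plate controls were DMSO wells for no effect and DEVD-CHO caspase inhibitor wells for full effect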
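detection = Rh110 fluorescence intensity | test system = biochemical Apaf-1 apoptosome reconstitution | also added = cytochrome c and DEVD-Rh110 substrate | schedule = 30 min plus 50 min, RT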
SENP6 inh: inhibitors of human SENP6 protease | Recombinant SENP6 catalytic domain, aminoluciferin luminescence | inhibition, % at 10 µM | 330,000 compounds, 1.8% hits | AID 2599;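 active = inhibition above about 50% at the single tested dose, limit read from the data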;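 note: plate controls were DMSO wells with enzyme for no effect and DMSO wells lacking enzyme for full effect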
Target sequence (Q9GZR1 628-1112 limits assumed): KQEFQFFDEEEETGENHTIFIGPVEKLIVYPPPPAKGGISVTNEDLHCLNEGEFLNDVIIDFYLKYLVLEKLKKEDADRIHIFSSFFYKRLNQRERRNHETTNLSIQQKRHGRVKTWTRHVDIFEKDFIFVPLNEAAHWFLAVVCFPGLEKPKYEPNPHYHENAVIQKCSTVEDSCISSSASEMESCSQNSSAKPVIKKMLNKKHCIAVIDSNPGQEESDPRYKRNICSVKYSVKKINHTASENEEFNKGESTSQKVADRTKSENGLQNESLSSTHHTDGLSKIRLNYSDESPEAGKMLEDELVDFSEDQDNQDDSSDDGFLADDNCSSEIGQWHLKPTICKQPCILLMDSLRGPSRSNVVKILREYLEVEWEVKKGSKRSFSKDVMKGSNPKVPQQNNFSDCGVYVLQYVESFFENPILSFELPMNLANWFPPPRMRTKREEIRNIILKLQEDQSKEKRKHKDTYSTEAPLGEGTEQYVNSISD
PfGluPho inh: PfG6PD (Plasmodium falciparum) enzyme inhibition. 350,000 compounds, 0.78% hits. AID 504690. PfGluPho enzyme, NADPH resazurin-diaphorase fluorescence. inhibition, % at 20 µM;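 active = inhibition reaching at least a set limit at 20 µM in the primary screen, cut at about 59% in these data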;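 note: 0% = DMSO wells with substrate and 100% = DMSO wells lacking glucose-6-phosphate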
HKDC1 inhibitor: blocks human hexokinase HKDC1 activity; 340,000 compounds, 0.16% hits; AID 493160; recombinant HKDC1, G6PDH/diaphorase resazurin coupled fluorescence; Q2TB90; inhibition, % at 20 µM;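 active = inhibition above about 35% when tested at 20 µM, limit read from the data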;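 note: plate controls were DMSO wells with enzyme for no effect and DMSO wells lacking enzyme for full effect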
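Test system: recombinant HKDC1 (HK5) hexokinase enzyme, produced in-house; Amount: enzyme 5 µg/mL final; Buffer or medium: Tris pH 8.0 buffer with MgCl2, Tween-20, BSA, BME; Reagent: glucose and ATP substrates; Doses: 20 µM test compound, 1% DMSO; Incubation: 90 min reaction incubation at room temperature, dark; Detection: resorufin fluorescence at 613 nm.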
* hit, by the source's call; . = not tested or not shown.

SMILES	SENP8 block-1	SENP7 inh	SENP1 inh	SENP8 block-2	Apaf1 inhib	SENP6 inh	PfGluPho inh	HKDC1 inhibitor
CC(C)CCN1NC2(CCC(C)CC2)NC1=S (stereo not drawn)	11	-7	1	0	1	-20	-3	-1
COC(=O)CCC(C)N1CCC(Oc2ccc(C(=O)NCc3ccccn3)cc2)CC1 (stereo not drawn)	1	0	-8	1	1	-26	-5	1
Cc1noc(C)c1CSc1nnc2ccc3ccccc3n12	-25	6	-1	5	-5	14	-6	-14
N/C(=N\OC(=O)CCCCCN1C(=O)c2ccccc2C1=O)c1ccccc1	7	2	1	7	13	-15	2	-4
Clc1ccc(OCCCCCN2CCOCC2)cc1	11	-1	0	1	3	-5	-12	2
CCCC#Cc1ccc2c(c1)COc1c3ccccc3nn1-2	8	73*	2	89*	29	92*	-8	2
CCOC(=O)C1=CC[C@H]2c3c(c4ccccc4n3C)C(=O)C1N2C(=O)OC(C)(C)C	12	5	-1	0	11	0	11	-7
Cc1cnc(C(=O)OCC(=O)Nc2cc(Cl)ccc2C#N)cn1	-43	5	-17	0	-4	-9	6	-6
CCOC(=O)c1cnc(SCC(=O)N2CCc3ccccc32)nc1N	4	-4	-1	-12	0	-2	16	-8
CC12CCC(=O)N1C(C(=O)Nc1cc(Cl)ccc1N1CCCC1)CS2 (stereo not drawn)	0	-1	-2	6	-4	4	10	-4
Cc1nc(CS(=O)c2ccc(Cl)cc2)cc(N2CCOCC2)n1 (stereo not drawn)	21	-9	1	-5	-2	-3	-10	-11
O=C(O)C1C2OC(C(Br)C2Br)C1C(=O)O (stereo not drawn)	3	.	3	.	.	.	-1	-4
CCC(C)[C@H]1COCCS(=O)(=O)N1Cc1ccc(Br)cc1 (stereo partly drawn)	9	-2	3	2	18	-15	-2	0
CCOc1ccc(/C=N/NC(=O)CN2CCCCCCC2)cc1	4	8	0	-6	-1	-30	-24	0
COc1cc2cc(CCOC(=O)N3CCCCC3)oc(=O)c2cc1OC	-22	5	-8	-3	0	-12	1	0
COc1ccc(NC(=O)c2ccco2)cc1NC(=O)c1c(F)c(F)c(OC)c(F)c1F	24	4	-1	-12	2	-19	1	6
N#C/C(=C/c1ccc(Sc2nc3ccccc3[nH]2)o1)c1ccccc1F	-8	-2	-4	-8	0	-17	36	11
O=C(CN1C(=O)COc2ccc(Cl)cc21)Nc1ccc(N2CCOCC2)cc1	3	-7	4	4	15	-6	-6	3
CC1(C)S[C@@H]2[C@H](NC(=O)COc3ccccc3)C(=O)N2C1C(=O)OCC1CCCCC1 (stereo partly drawn)	13	1	-1	-6	10	-11	5	-1
COc1ccc(Nc2ccccc2N)cc1	-20	-7	34*	-7	15	33	13	0
O=C(Nc1ccc(N2CCN(C(=O)c3ccco3)CC2)cc1)c1ccc2c(c1)OCO2	8	4	3	-3	-6	-13	-1	-3
CC(=O)N1c2ccccc2C(CBr)=CC1(C)C	12	-2	1	-2	2	-6	4	-3
O=S(=O)(c1cccc(Br)c1)N1CCN(c2ccnc3cc(Cl)ccc23)CC1	-70	4	0	-10	12	-2	24	4
C1CC(CN2CCOCC2)CN(Cc2nc(CC3CC3)no2)C1 (stereo not drawn)	3	-13	3	-7	-1	0	6	0
CC(C)c1cc(N=NC(N)=O)cc(C(C)C)c1O	29	-8	1	-5	0	5	5	4
SMILES	SENP8 block-1	SENP7 inh	SENP1 inh	SENP8 block-2	Apaf1 inhib	SENP6 inh	PfGluPho inh	HKDC1 inhibitor
O=C(NC1CCSc2ccccc21)c1c(F)cccc1Cl (stereo not drawn)	4	9	-1	-11	6	-14	-10	-7
COc1ccccc1C(=O)N/C(=C\c1ccc(Br)cc1)C(=O)NCCCO	-1	-1	-1	-2	-9	0	-8	-10
Cc1ccc(S(=O)(=O)N2CCN(C(=O)CSc3nnc(C)c(=O)[nH]3)CC2)cc1	3	8	-1	8	-3	-16	-27	-3
O=[N+]([O-])c1ccc(OCc2cnc(Cl)s2)c([N+](=O)[O-])c1	11	-2	1	-13	10	-1	3	6
c1ccc(-c2oc3ncnc(NCCCN4CCOCC4)c3c2-c2ccccc2)cc1	-290	7	-5	4	35	11	-2	1
CC(C)=N/N=C(\N)SCc1ccccc1	26	-3	2	-9	-1	-33	-12	2
COc1ccccc1N1CCN(C(=O)c2cccc3c(=O)c(C)c(-c4ccccc4)oc23)CC1	20	9	3	-3	14	-9	-10	0
COc1ccc(C(=O)ON=C2CCN(c3ccc([N+](=O)[O-])cc3)CC2)cc1	23	-5	-10	-10	12	-18	9	-4
CCn1c(SCC(=O)NC(C)(C)C)nnc1-c1ccccn1	-5	1	0	5	1	0	-5	-8
CC(C)(C)OC(=O)C1C(=O)CC(C)(O)C(C(=O)OC(C)(C)C)C1c1cccnc1 (stereo not drawn)	4	0	3	2	3	-16	-7	-3
CCOC(=O)C1=C(C)N=c2s/c(=C3/C(=O)Nc4ccccc43)c(=O)n2C1c1ccc(C)cc1 (stereo not drawn)	27	-8	-2	-4	35	-3	18	6
COc1ccc(C(OC(=O)c2ccco2)C(=O)NCC2CCCO2)cc1 (stereo not drawn)	14	7	3	3	-1	16	-4	2
Clc1ccc2nc(SCc3nnc(-c4ccccc4)o3)[nH]c2c1	8	1	1	-10	5	0	113*	8
C/C(CC(=O)Nc1ccc(N(C)C)cc1)=N\NC(=O)c1ccccn1	26	-9	14	-3	1	-2	-9	-17
CCCN1CCN(CCNC(=O)Nc2ccccc2Cl)CC1	12	6	-3	2	-1	2	1	-4
C/C(CC(=O)Nc1cccnc1)=N\NC(=O)C(=O)Nc1cccc(C)c1	14	-4	-7	-3	-9	-27	-9	-13
CCOC(=O)N1CCN(C(=O)c2cc3c(s2)-c2ccccc2OC3)CC1	-437	-1	-3	-1	10	-13	-6	7
CN1C2CCC1/C(=C\c1ccccc1F)C(=O)/C2=C/c1ccccc1F	-260	-8	-6	-2	3	-22	2	0
Cc1nc(-c2ccccn2)nc(SCC(=O)c2ccc(F)cc2)c1Cl	39	3	-2	3	1	-11	1	-1
Cc1nnc2ccc(N3CCOCC3)nn12	4	0	1	5	-12	3	-8	-1
CC(C)(C)SCCNC(=O)CN(c1ccc(F)c(Cl)c1)S(C)(=O)=O	5	-1	1	-3	-10	-17	-2	-10
CC(C)NC(=O)NNC(=O)c1nn(-c2ccc(F)cc2)ccc1=O	6	-2	1	0	-7	-17	-1	-1
O=C(CP(=O)(c1ccccc1)c1ccccc1)Nc1cccc(CP(=O)(c2ccccc2)c2ccccc2)c1	19	0	1	-1	7	-7	-1	0
CN(C(=O)c1cccc(N2C(=O)C3C4C=CC(C4)C3C2=O)c1)C1CCCCC1 (stereo not drawn)	19	13	-2	-5	-4	-6	8	3
COc1ccc(NC(=O)C(CCS(C)(=O)=O)N2C(=O)c3ccccc3C2=O)cc1 (stereo not drawn)	7	6	0	4	-9	-13	-19	-3

Retrieved by compound from the list above:
SMILES	SENP8 block-1	SENP7 inh	SENP1 inh	SENP8 block-2	Apaf1 inhib	SENP6 inh	PfGluPho inh	HKDC1 inhibitor
c1ccc(-c2oc3ncnc(NCCCN4CCOCC4)c3c2-c2ccccc2)cc1	-290	7	-5	4	35	11	-2	1
C1CC(CN2CCOCC2)CN(Cc2nc(CC3CC3)no2)C1 (stereo not drawn)	3	-13	3	-7	-1	0	6	0

Continuation.
SMILES	SENP8 block-1	SENP7 inh	SENP1 inh	SENP8 block-2	Apaf1 inhib	SENP6 inh	PfGluPho inh	HKDC1 inhibitor
CS(=O)(=O)N(Cc1ccccc1)c1ccc(C(=O)N2CCc3ccccc3C2)cc1	11	6	2	-1	23	-3	-3	-3
CC12CCC(C(=O)N(CC(O)CN3CCCCC3)C1=O)C2(C)C (stereo not drawn)	19	-10	3	-12	-24	-9	-8	-2
C/C(=C\C(=O)c1ccc(Cl)cc1)Nc1ccc(Br)cc1	25	-5	-2	-11	3	-20	19	3
Cc1ccc(C(C)NC(=O)CSc2ccc(S(=O)(=O)N3CCOCC3)cn2)cc1C (stereo not drawn)	14	.	1	.	.	.	-2	3
CN(C)C1CCN(Cc2cc(COCc3ccccc3)c3cccnc3c2O)C1 (stereo not drawn)	12	7	-17	-1	18	8	-3	-35
COc1cc(CNc2ccc3[nH]c(=O)[nH]c3c2)ccc1OCc1ccc(F)cc1	-94	14	0	0	9	8	66*	15
O=C(CN1CCCCCC1)N/N=C/c1cccc(Cl)c1Cl	21	-2	3	4	4	-5	3	-11
CCOC(=O)[C@H]1[C@H]2COc3ccc(Br)cc3[C@@H]2N2C(=O)N(c3ccccc3)C(=O)[C@@]12C	8	8	1	0	16	-11	9	3
O=C(NCC(c1ccco1)N1CCCCC1)c1cccc(S(=O)(=O)Nc2ccc(F)cc2)c1 (stereo not drawn)	4	-8	-2	-7	8	1	11	-2
CC1CN(S(=O)(=O)c2ccc(C(=O)Nc3nnc(-c4ccccn4)o3)cc2)CC(C)O1 (stereo not drawn)	16	0	1	6	-4	11	-31	-10

Among those listed so far, these have fluorine.
SMILES	SENP8 block-1	SENP7 inh	SENP1 inh	SENP8 block-2	Apaf1 inhib	SENP6 inh	PfGluPho inh	HKDC1 inhibitor
COc1ccc(NC(=O)c2ccco2)cc1NC(=O)c1c(F)c(F)c(OC)c(F)c1F	24	4	-1	-12	2	-19	1	6
N#C/C(=C/c1ccc(Sc2nc3ccccc3[nH]2)o1)c1ccccc1F	-8	-2	-4	-8	0	-17	36	11
O=C(NC1CCSc2ccccc21)c1c(F)cccc1Cl (stereo not drawn)	4	9	-1	-11	6	-14	-10	-7
CN1C2CCC1/C(=C\c1ccccc1F)C(=O)/C2=C/c1ccccc1F	-260	-8	-6	-2	3	-22	2	0
Cc1nc(-c2ccccn2)nc(SCC(=O)c2ccc(F)cc2)c1Cl	39	3	-2	3	1	-11	1	-1
CC(C)(C)SCCNC(=O)CN(c1ccc(F)c(Cl)c1)S(C)(=O)=O	5	-1	1	-3	-10	-17	-2	-10
CC(C)NC(=O)NNC(=O)c1nn(-c2ccc(F)cc2)ccc1=O	6	-2	1	0	-7	-17	-1	-1
COc1cc(CNc2ccc3[nH]c(=O)[nH]c3c2)ccc1OCc1ccc(F)cc1	-94	14	0	0	9	8	66*	15
O=C(NCC(c1ccco1)N1CCCCC1)c1cccc(S(=O)(=O)Nc2ccc(F)cc2)c1 (stereo not drawn)	4	-8	-2	-7	8	1	11	-2
